# Screens: PubChem BioAssay, Broad Institute
# PGC1a acetyl inh: inhibitors of PGC1a acetylation signal, primary screen, cell-based, U2OS, AlphaScreen, inhibitor mode | AlphaScreen anti-acetyl-lysine; with virally co-expressed GCN5 acetyltransferase | inhibition, % at 15.6 µM | hit rate 0.17% among 350,000 | AID 651687, 2012;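 active = every replicate shows inhibition of at least 40%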;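 note: 0% = neutral control wells and 100% = positive control wells; some results beyond the cut were filed as inactive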
# ERAP1 inh: human ERAP1 aminopeptidase inhibitors, primary screen, biochemical, single point, plate reader; Endoplasmic reticulum aminopeptidase 1 (Homo sapiens), Q9NZ08; recombinant ERAP1, Leu-AMC fluorescence, 60 min; inhibition, % at 10.7 µM; hit rate 0.15% among 340,000;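 active = mean replicate inhibition of at least 30%, or all replicates individually reaching that 30% level; inactive = mean below 30% and not every replicate reaching it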;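 note: 0% = neutral control wells and 100% = L-leucinethiol positive control wells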
# Cneo AK release: Cryptococcus neoformans cell lysis inducers, primary screen, AK release luminescence, single concentration; C. neoformans lysis, adenylate kinase release luminescence, 4 h; normalised: neutral wells 0, clomiphene wells 100; lysis activity, % at 15 µM; hit rate 0.2% among 360,000; AID 651654, 2012;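 active = mean lysis activity across replicates of at least 80%, whatever share of replicates individually reach that level; inactive = mean lysis activity below 80%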
#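 Assay system: C. neoformans cells. Amount: yeast cell density of 5 × 10^6 cells/mL. Technique: AK luminescence. Buffer or medium: YPD. Times: static 4 h at 37 °C with compound, 1 h detection. Dosing: single-point compound dose. Read-out: lysis from increased AK signal.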
# PglD inh: C. jejuni PglD acetyltransferase inhibitors, primary screen, biochemical, DTNB colorimetric, single point. UDP-N-acetylbacillosamine N-acetyltransferase PglD (Campylobacter jejuni). purified PglD enzyme, DTNB colorimetric CoA detection. inhibition, % at 12.5 µM. hit rate 0.098% among 360,000; in the data active = inhibition above about 16%, passing the limit was not always enough; note: strong numbers were not always called active
# E-sel inducer: E-selectin induction in HUVECs, primary screen, imaging, HUVEC, immunofluorescence imaging, single point. normalized: neutral wells 0, TNF-alpha wells 100. hit rate 0.37% among 260,000. AID 686992, 2013. activation, % at 7.58 µM. P16581;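 active = mean E-selectin-positive cell signal at least 10% of the positive control, reached in at least 60% of replicates, without over 20% cell loss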;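 note: in these data hits start at about 27%; measured in HUVEC primary endothelial cells; signal is the percent of cells scored E-selectin positive by PE staining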
# Target sequence (P16581 whole entry, looked up): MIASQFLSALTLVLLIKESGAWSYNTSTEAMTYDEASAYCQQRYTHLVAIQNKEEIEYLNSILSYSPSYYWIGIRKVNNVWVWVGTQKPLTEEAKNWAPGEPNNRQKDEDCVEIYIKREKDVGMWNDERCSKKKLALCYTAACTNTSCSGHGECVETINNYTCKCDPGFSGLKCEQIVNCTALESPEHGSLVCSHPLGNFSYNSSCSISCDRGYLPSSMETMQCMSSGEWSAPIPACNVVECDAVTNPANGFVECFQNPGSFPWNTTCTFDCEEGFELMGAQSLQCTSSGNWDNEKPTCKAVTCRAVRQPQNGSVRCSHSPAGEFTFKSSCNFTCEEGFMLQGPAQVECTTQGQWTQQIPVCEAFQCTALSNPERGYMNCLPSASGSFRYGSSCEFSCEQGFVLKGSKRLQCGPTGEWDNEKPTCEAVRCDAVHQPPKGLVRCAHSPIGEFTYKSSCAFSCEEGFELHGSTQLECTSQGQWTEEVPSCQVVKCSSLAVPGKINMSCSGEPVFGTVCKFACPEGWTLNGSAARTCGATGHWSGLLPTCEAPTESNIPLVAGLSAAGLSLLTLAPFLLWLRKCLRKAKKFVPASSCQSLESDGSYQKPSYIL
#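 Assay system: HUVEC, human umbilical vein endothelial cells / Amount: 3,000 HUVEC/well / Controls: TNF-alpha positive control, DMSO neutral control / Compound dosing: single concentration / Medium: EGM-2 over gelatin coat / Evaluation: percent E-selectin-positive cells / Signal: immunofluorescence imaging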
# miR122 inh: miR-122 Renilla sensor signal increase in Huh7, primary screen, miR-122 inhibitor project, cell-based, single point, plate reader. activation (reporter increase), % at 12.5 µM. Huh7 miR-122 Renilla luciferase sensor, 48 h; neutral wells = 0, positive control = 100. hit rate 0.3% among 340,000;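 active = mean replicate activation score at least 90 and every replicate individually at or above 90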;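 note: higher luciferase means less miR-122 activity so hits act as miR-122 inhibitors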
# RAD52 inh: RAD52 DNA annealing inhibitors, primary screen, biochemical, FRET, single point, set 2; DNA repair protein RAD52 homolog (Homo sapiens), P43351; hit rate 0.46% among 360,000; recombinant RAD52 DNA annealing, FRET fluorescence; inhibition, % at 18.7 µM;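 active = every replicate showing at least 50% inhibition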
# Target sequence (P43351 whole entry, looked up): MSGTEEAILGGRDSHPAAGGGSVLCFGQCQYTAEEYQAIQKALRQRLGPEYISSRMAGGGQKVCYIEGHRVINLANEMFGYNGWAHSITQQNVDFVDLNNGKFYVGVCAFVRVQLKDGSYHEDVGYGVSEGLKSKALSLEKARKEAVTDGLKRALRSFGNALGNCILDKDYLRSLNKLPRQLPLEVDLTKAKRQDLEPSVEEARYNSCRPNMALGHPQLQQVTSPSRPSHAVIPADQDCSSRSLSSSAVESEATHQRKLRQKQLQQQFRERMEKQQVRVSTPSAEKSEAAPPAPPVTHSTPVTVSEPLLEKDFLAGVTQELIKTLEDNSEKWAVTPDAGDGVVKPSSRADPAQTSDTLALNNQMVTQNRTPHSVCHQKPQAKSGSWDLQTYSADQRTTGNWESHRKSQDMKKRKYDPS
# RAD54 inh: inhibitors of human RAD54 branch migration, primary screen, biochemical, fluorescence, single point; DNA repair and recombination protein RAD54-like (Homo sapiens), Q92698; RAD54 Holliday junction branch migration, FAM/BHQ fluorescence; inhibition, % at 10.4 µM; hit rate 0.14% among 360,000; AID 602329, 2012;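 active = mean normalized replicate activity at least 40 and at least half of replicates scoring 40 or more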;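 note: 0% = median of neutral control wells and 100% = median of positive control wells; inhibitors cause a drop in the FAM fluorescence signal; in these data hits start at about 50%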
# The depositor's hits bear a star; · = no result given; & = joins results of further samples; [ ] = another dose, or the depositor's remark. Rows were taken by chance (roughly 1.4% active in at least one column).
structure,PglD inh,RAD52 inh,ERAP1 inh,E-sel inducer,RAD54 inh,PGC1a acetyl inh,miR122 inh,Cneo AK release
CCC(CC)NC(=O)CCc1nc2ccccc2c(=O)[nH]1,3,·,·,·,1,7,3,7
O=[N+]([O-])c1ccc(CSc2ccc(S(=O)(=O)N3CCOCC3)cn2)cc1,-3,-32,1,-0.4,-5,·,12,-2
COc1cccc(C(=O)Nc2ccc(NC(=O)C(C)(C)C)cn2)c1,2,·,·,·,-8,-2,-9,-3
CN(Cc1ccccc1)C(=O)COC(=O)c1ccc(Br)c(S(=O)(=O)N2CCOCC2)c1,4,-4,0,·,-8,·,·,0
C[C@H](CO)N1C[C@H](C)[C@H](CN(C)Cc2ccncc2)Oc2ncc(C#CC(C)(C)O)cc2C1=O,-2,2,-4,-1.5,0,5,-2[16.7 µM],-3
CC1CCCCC1NC(=O)c1ccc2c(c1)OCCO2 (stereo not drawn),0,-13,1,·,-7,11,-1,4
CC1(C)Cc2c(c(=S)nc(-c3ccccc3)n2Cc2cccnc2)CO1,6,-1,-4,0.0,-24,5,0,-4
Cc1ccc(N2C(=O)N(CC(=O)NCc3ccc(Cl)cc3)C(=O)C2C)cc1 (stereo not drawn),3,·,·,·,-2,7,-5,-1
COc1cccc(C(=O)N=c2sc3c(C)ccc(OC)c3n2C)c1,1,2,5,·,-4,·,·,-15
CCCc1nc2c(nnn2Cc2ccccc2)c(=O)[nH]1,·,3,-2,·,·,-3,7,·
O=C(NCCOC12CC3CC(CC(C3)C1)C2)c1cccc(Br)c1,-2,·,·,·,2,-10,25,-2
Cc1ccc2nsnc2c1NC(=O)c1cncc(Br)c1,-4,-12,-4,·,-3,-8,-5,1
CCN(CCCNC(=O)Cn1ncc2c(=O)oc3ccccc3c21)c1cccc(C)c1,4,-8,2,-2.2,-3,-12,-9,2
CN1[C@H](C(=O)NC2CCCCC2)[C@@H](CO)[C@@H]2Cn3c(ccc(/C=C/c4ccccc4)c3=O)[C@@H]21,1,-41,1,0.0,-1,·,·,1
CCCCN(C(=O)CCCc1nc2ccccc2s1)c1c(N)n(CC(C)C)c(=O)[nH]c1=O,5,-3,-2,·,5,12,-2,-1
CCCc1c(C(=O)N/N=C/c2ccc(C)o2)nnn1-c1nonc1N,-1,-14,-1,0.1,-7,0,0,0
COc1cccc(C(=O)Nc2ccccc2N2CCOCC2)c1,-4,·,·,·,8,13,-3,2
OC[C@H]1[C@@H](c2ccc(C#CC3CC3)cc2)[C@H]2CN(CCC(F)(F)F)CCCCN21,6,31,3,·,4,11,5[16.7 µM],43
COc1ccc(CNC(=O)C[C@@H]2C[C@@H]3c4cc(NC(=O)NC5CCCC5)ccc4O[C@@H]3[C@@H](CO)O2)cc1,3,-2,2,3.3,-8,6,3[16.7 µM],14
CSc1ncccc1C(=O)NCc1ccccc1Cl,4,-17,-1,·,9,·,·,-1
COc1cc(C(=O)NCc2ncccc2C)ccc1OC1CCN(C(C)=O)CC1,3,-9,3,·,0,·,·,0
CCOC(=O)c1[nH]c(C)c(C)c1C,25*,·,·,·,5,·,7,-2
COc1ccc(S(=O)(=O)Nc2ccc3c(c2)CC(=O)N([C@@H](C)CO)C[C@H](C)[C@@H](CN(C)Cc2ccc(C(=O)Nc4ccccc4N)cc2)O3)cc1,·,6,1,-0.2,·,0,·,·
Cc1nc2nc(SCc3ccc([N+](=O)[O-])cc3)[nH]c2cc1Br,-3,5,2,4.2,4,4,-6,-7
O=C(N[C@H]1CC[C@H](CCn2cc(-c3ccccc3)nn2)O[C@H]1CO)c1cnccn1,-1,0,1,0.1,-4,-2,·,-2
Cc1ccc(C(=O)c2c(NC(=O)CSc3nnc(N)s3)sc3c2CCCC3)cc1,-1,-30,-3,·,0,-6,-2,0
COc1ccc(OC)c(-c2cc(C(=O)Nc3cccc(Cl)c3)no2)c1,-2,2,-1,·,0,-11,-6,2
COc1ccc(/C(N)=N/OC(=O)c2cccc([N+](=O)[O-])c2)cc1,-3,·,·,·,-13,-21,5,0
CCn1c(O)c(C2=NCCCC2)c2ccccc21,0,·,·,·,-2,-3,1,1
C[C@@H]1CN([C@H](C)CO)C(=O)c2cc(C#CCN(C)C)cnc2O[C@@H]1CN(C)C(=O)CCN1CCCCC1,3,5,4,-0.3,1,-4,-9[16.7 µM],-10

# (continued)
structure,PglD inh,RAD52 inh,ERAP1 inh,E-sel inducer,RAD54 inh,PGC1a acetyl inh,miR122 inh,Cneo AK release
O=C(COC(=O)c1ccc(OC(F)F)cc1)NC(=O)NC1CCCC1,4,-4,-2,·,-4,-4,2,0
COc1cc(/C=N/NC(=S)Nc2cccc(S(=O)(=O)N(C)C)c2)ccc1O,-9,·,·,·,0,1,3,-9
Cc1ccc(-n2ncc3c(=O)n(CC(=O)NCc4ccco4)cnc32)cc1C,3,-8,·,·,-1,-8,8,-3
CCCC#Cc1ccc2c(c1)O[C@H](CN(C)C(=O)CC1CC1)[C@H](C)CN([C@@H](C)CO)S2(=O)=O,0&10&0,-15&0&17,0&-3&-4,-0.4&0.1,-13&-4&-4,-34&-9&-2,-23,2&1&-6
N#Cc1ccc(-c2ccc(OCC(O)Cn3nnc4ccccc43)cc2)cc1 (stereo not drawn),-1,·,·,·,-7,-2,-2,-1
Clc1ccccc1-c1nnc2sc(-c3ccncc3)nn12,0,-5,0,-0.1,7,·,3,4
CCOC(=O)C(Cc1ccccc1)NC(=O)CCc1nnc2ccc(N3CCCC3)nn12 (stereo not drawn),-1,0,-2,·,-3,3,-6,-1
CCCC(C(=O)NC1CCCC1)N(C(=O)Cn1nnc(-c2ccc(C)o2)n1)c1ccccc1OC (stereo not drawn),·,-7,1,·,·,-5,-1,·
COc1ccc(S(=O)(=O)N(C)C[C@H]2Oc3ccc(NC(=O)C4CCCCC4)cc3CC(=O)N([C@H](C)CO)C[C@@H]2C)cc1,2,11,-1,-0.4,-1,-9,-6[16.7 µM],1
CCOC(=O)N1CCN(C(=O)COC(=O)C2CCN(S(=O)(=O)c3c(C)c(C)cc(C)c3C)CC2)CC1,-5,5,-5,-1.5,-6,-4,1,4
COc1ccc(Cl)cc1NC(=O)CN(C)C(=O)c1cn2ccccc2n1,-5,-20,2,-0.3,-6,3,12,2
O=C(c1ccc(NS(=O)(=O)c2cccs2)cc1)N1CCOCC1,-3,-10,2,-0.1,-4,0,-5,0
CO[C@H]1CN(C)C(=O)c2ccc(NC(=O)Nc3ccccc3)cc2OC[C@H](C)N(C(=O)Nc2c(C)noc2C)C[C@@H]1C,·,9,-2,0.1,·,5,·,·
CC(C)(C)c1cc2nc(NCc3cccc(Cl)c3)ccn2n1,-2,-9,4,0.9,-5,·,·,11
CC(C)c1ccc(/C=C(\NC(=O)c2ccccc2)C(=O)NCCN2CCOCC2)cc1,3,-5,1,0.7,-8,·,-2,-1
CN1CCN(c2ccccc2NC(=O)c2ccc(N3CCCC3)c([N+](=O)[O-])c2)CC1,1,7,1,-0.1,6,-7,·,-1
CC(C)(C)OC(=O)N1CCN(C(=O)c2[nH]cnc2C(=O)NCc2ccccc2)CC1,-6,-9,-3,-0.2,-1,·,-6,0
Cc1cc(NC(=O)C2C3C=CC(C3)C2C(=O)O)no1 (stereo not drawn),·,·,·,·,-5,19,4,2
CC(C)NC(=O)N(C)C[C@@H]1Oc2cc(C3=CCCCC3)ccc2S(=O)(=O)N([C@@H](C)CO)C[C@@H]1C,-5,13,2,-0.5,-5,-3,-2[16.7 µM],-3
CCc1ccc(-c2cc(C)no2)cc1S(=O)(=O)Nc1cc(C)on1,·,-15,-7,0.9,·,3,18,·
COc1ccccc1NC(=O)N(Cc1cc2cc(OC)c(OC)cc2[nH]c1=O)CC1CCCO1 (stereo not drawn),11,·,·,·,0,-7,0,-2
O=C(Nc1ccc2[nH]ncc2c1)c1ccccc1,-5,-9,-7,·,2,9,-7,-4
Cc1oc2c(c1C(=O)N1CCOCC1)C(=O)c1ccccc1C2=O,1,-120,·,0.0,12,43*,-31,1
COc1ccc(COc2ccc3ccc(=O)oc3c2)cc1,3,6,-4,0.1,0,-9,-6,-2
N#C[C@@H]1[C@H](c2ccccc2)[C@@H](CO)N1C(=O)c1ccccc1F,14,-2,0,-0.3,-11,-7,·,46
CCn1c(CC(=O)Nc2ccccc2OC)nnc1SCC(=O)Nc1ccccc1F,6,-10,-3,-0.1,-2,1,0,-22
CCc1ccc(S(=O)(=O)Nc2cccc(C3OCCCO3)c2)cc1,·,-10,8,·,·,-22,74,·
COCCn1c(SCC(=O)Nc2cc(C)on2)nc2ccccc21,·,-15,0,5.1,·,4,·,·
CCNC(=O)C[C@H]1C=C[C@H](NS(=O)(=O)c2ccc(C)cc2)[C@@H](CO)O1,-1,5,-1,0.0,-4,-1,·,-3
O=C(CSc1nnc(CNc2ccc(F)cc2)n1Cc1ccccc1)N1CCOCC1,-10,·,·,·,1,1,-4,11

# Reprinted at random: 2 entries already listed
structure,PglD inh,RAD52 inh,ERAP1 inh,E-sel inducer,RAD54 inh,PGC1a acetyl inh,miR122 inh,Cneo AK release
Cc1oc2c(c1C(=O)N1CCOCC1)C(=O)c1ccccc1C2=O,1,-120,·,0.0,12,43*,-31,1
CC(C)c1ccc(/C=C(\NC(=O)c2ccccc2)C(=O)NCCN2CCOCC2)cc1,3,-5,1,0.7,-8,·,-2,-1

# Next results.
structure,PglD inh,RAD52 inh,ERAP1 inh,E-sel inducer,RAD54 inh,PGC1a acetyl inh,miR122 inh,Cneo AK release
Cc1cc(=O)[nH]c(SCC(=O)Nc2cc(S(=O)(=O)N3CCCC3)ccc2Cl)n1,1,-15,1,6.2,12,-2,4,-1
Cc1ccc(N2CC(C(=O)Nc3nnc(C(C)C)s3)CC2=O)cc1 (stereo not drawn),2,·,·,·,2,3,-4,-1
CCOc1ccc(N2C(=O)c3ccc(C(=O)OCc4c(C)noc4C)cc3C2=O)cc1,3,·,·,·,-6,5,0,-4
O=C(CSc1ccccc1)Nc1cccc(S(=O)(=O)N2CCOCC2)c1,1,-4,-2,1.1,-3,-4,6,0
CC1CCCC(CC(N)=O)CC1 (stereo not drawn),0,-24,0,0.1,5,-3,7,0
COC(=O)c1cc(NC(=O)C2COc3ccccc3O2)ccc1Cl (stereo not drawn),0,·,·,·,0,·,-19,-1
O=C1C=CC(=O)N1Cc1ccncc1,·,-31,0,0.1,·,-9,-1,·
O=Cc1ccc(Oc2cnccn2)cc1,·,5,-2,·,·,1,-23,·
O=C(CN(CCc1ccccc1)C(=O)CNS(=O)(=O)c1ccccc1)NCc1ccco1,2,·,·,·,6,3,-5,2
CC(=O)c1ccc(NC(=O)C(C)n2nc(-c3ccccc3)c3cc(Cl)ccc32)cc1 (stereo not drawn),-6,-29,·,·,4,6,-1,-3
CCOC(=O)N1CCC(NC(=O)CC(NS(=O)(=O)c2ccc(Cl)cc2)c2ccco2)CC1 (stereo not drawn),-6,·,·,·,3,-9,-2,1
